# Screens (PubChem)
# XIAP displacement: small molecules displacing peptide from XIAP – biochemical, IAP family, fluorescence polarization (AID 1018); 200,000 tested, 0.007% active; XIAP BIR domain, fluorescence polarization peptide displacement; higher % means a stronger effect; displacement, % at 20 µM, or IC50 in µM where a hit was titrated; in the data active = displacement above about 50%; also: a part of the inactive calls stands beside numbers as strong as those of hits
# Myeloid diff MLP: compounds promoting myeloid differentiation; ER-HoxA9 myeloid progenitors, lysozyme-GFP differentiation, flow cytometry; calls only at 10 µM; 360,000 tested, 1% active; AID 624256;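 active = normalized GFP-positive differentiation at or above the plate's own cutoff, the solvent-only control mean plus 3 SD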;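 also: cells exposed to compound for four days before flow analysis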
# LYP inhibition: PTPN22 lymphoid phosphatase activity blockers – biochemical, fluorescence intensity, uHTS (AID 1779); recombinant LYP phosphatase, fluorescence intensity; higher % means a stronger effect; inhibition, % at 11.5 µM, or IC50 in µM where a hit was titrated; 290,000 tested, 0.054% active;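 also: plate controls were vehicle with enzyme for no effect and no enzyme for full effect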
# HIV fusion peptide: cell-free HIV fusion peptide-binding blockers – biochemical, uHTS, fluorescence dequenching, primary screen (AID 1986); cell-free peptide binding, fluorescence dequenching, 30 min; higher % means a stronger effect; inhibition, % at 20 µM, or IC50 in µM where a hit was titrated; 290,000 tested, 0.3% active; in the data active = inhibition mostly above about 52%, no sharp cut-off; inactive = mostly below about 76%; also: some results filed as inactive read as strong as hits
# Dengue-2 NS5 capping: flavivirus cap methylation enzyme inhibition – biochemical, confirmation dose response, primary screen (AID 588689). Dengue-2 NS5 methyltransferase capping enzyme assay, biochemical; higher % means a stronger effect. inhibition, % at 25 µM; hits with a dose series show IC50 in µM. 340,000 tested, 0.3% active; in the data active = a potency from the dose series
# SIAH1 antagonists: blockers of Siah-1 interaction with plectin peptide – biochemical, fluorescence polarization, rhodamine-plectin, uHTS, primary screen (AID 1817); Siah-1 / rhodamine-plectin peptide fluorescence polarization; higher % means a stronger effect; one-dose displacement, % at 20 µM; IC50 in µM for titrated hits; 290,000 tested, 0.02% active;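 active = displacement of at least 50% at 20 µM, with a fluorescence ratio check between 0.3 and a set limit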;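 also: plate controls were Siah plus tracer with DMSO for no effect and tracer alone without Siah for full effect; strong numbers were not always called active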
# AID2073: disruptors of CaV2.2 binding to Mint1 – biochemical, HTRF (AID 2073) | 290,000 tested, 0.19% active | inhibition, % at 20 µM; hits with a dose series show IC50 in µM | HTRF protein-protein interaction, Mint1-CaV2.2; higher % means a stronger effect; in the data active = inhibition mostly above about 51%, no sharp cut-off; also: some results filed as inactive read as strong as hits
# Hep lipid drop: modulators of hepatic lipid droplet formation; AML12 mouse hepatocytes, oleate lipid droplets, BODIPY imaging; inhibition, % at 6.5 µM; 240,000 tested, 0.4% active;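 active = lipid droplet intensity inhibited by at least 50%, with more than 500 cells counted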
#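 Material – AML12 mouse liver cells · Also added – oleate loading, 100 µM · Compound dosing – 6.5 µM single-point dosing · Times – overnight treatment with compound plus oleate · Measured by – fluorescence imaging, 20x objective, two fields per well · Read-out – percent inhibition of filter-corrected integrated lipid droplet intensity per well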
# NOD2 inhibition: inhibition of NOD2-driven NF-kB reporter – cell-based, luminescence, uHTS, HEK293 (AID 1566); HEK293 NOD2/NF-kB luciferase reporter, luminescence; higher % means a stronger effect; inhibition, % at 4 µM, or EC50 in µM where a hit was titrated; 290,000 tested, 0.63% active; also: many of its hits are not listed in these tables
# Hep lipid drop cells 6.5 µM: second read-out of Hep lipid drop, no call of its own (marks repeat the call); cell count; measured here: cell count, cytotoxicity flag;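 cells counted across two imaged fields per well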
# Dengue-2 NS5 capping pilot replicate: further read-out of Dengue-2 NS5 capping, marked with its call; inhibition, %; measured here: pilot screen replicate inhibition
# Myeloid diff MLP GFP+ MAC1+ %: recorded beside Myeloid diff MLP, whose call it bears; GFP+ MAC1+ double positive, %; measured here: differentiation confirmed by MAC1 staining
# * = called active by the depositor; i = inactive; x = not tested or not shown; + = active, no number. Rule as the data show it, unless noted: active = inhibition above about 50%; inactive = the rest. Only part of the results is shown (hit frequency here may not be typical).
SMILES,XIAP displacement,Myeloid diff MLP,Myeloid diff MLP GFP+ MAC1+ %,LYP inhibition,HIV fusion peptide,Dengue-2 NS5 capping,SIAH1 antagonists,AID2073,Hep lipid drop,Hep lipid drop cells 6.5 µM,NOD2 inhibition,others
O=C(O)CC(NCc1ccco1)C(=O)OCCCl (centres undefined),-4.4%,i,0.6,3%,1.4%,1%,-1%,3%,-12,674,-10%,
Cc1ccc(S(=O)(=O)CCC(=O)Nc2nc3c(s2)CCCC3)cc1,-3.5%,i,1.7,0%,0.7%,1%,1%,12%,x,x,-6%,
CCCCC(=O)OCC(=O)c1ccc(OCC)cc1,-8.4%,i,1.0,-9%,-0.7%,3%,-11%,0%,-1,744,6%,
O=C(CN1CCCCC1)Nc1c2c(nc3ccccc13)N(c1ccccc1)CC2,-8.2%,i,0.4,-10%,7.7%,-1%,2%,50%,-5,629,-2%,
COc1ccc(N2CCN(C(c3cc4cc(C)ccc4[nH]c3=O)c3nnnn3Cc3ccccc3)CC2)cc1 (centres undefined),-7.0%,i,1.5,1%,1.6%,0%,0%,4%,-4,809,8%,
CCOC(=O)C1=CN(C)C=C(C(=O)OCC)C1c1ccsc1,-3.5%,i,1.2,-14%,5.1%,2%,-1%,32%,x,x,0%,Dengue-2 NS5 capping pilot replicate=4.2
Cc1ccc2oc(C(=O)N3CCC(O)(c4cccc(C(F)(F)F)c4)CC3)c(C)c2c1,x,i,0.8,2%,0.6%,-9%,0%,8%,6,842,-10%,
CCOC(=O)c1cccc(NC(=O)CSc2nnc(-c3ccncc3)n2CCCOC)c1,-3.4%,i,0.6,-10%,3.7%,-4%,0%,-10%,x,x,-15%,
Cc1ccc2nc(N3C(=O)CNC3=S)sc2c1,x,i,0.6,-1%,3.2%,x,13%,2%,1,661,-87%,
Cc1cc(Br)ccc1SCC(=O)OCC(=O)NC1CC1,-3.5%,+,0.1*,-5%,-0.3%,-2%,-2%,0%,-23,681,14%,
COCCNC(=O)CN1CCC(NC(=O)Nc2ccc(C(F)(F)F)cc2)CC1,-2.5%,i,1.0,-1%,-0.7%,-14%,4%,-12%,-4,695,6%,
Cc1onc(-c2ccccc2)c1C(=O)Nc1sc2c(c1C(N)=O)CCC2,-14%,i,1.3,6%,12%,-5%,-12%,27%,x,x,0%,
CC(c1ccccc1)n1cnc2ccccc21 (centres undefined),-4.7%,i,1.0,-2%,-3.9%,-3%,2%,4%,6,724,-7%,
CN1CCN(c2ccccc2NC(=O)COc2ccc(Cl)cc2)CC1,x,i,0.4,-9%,-1.5%,-3%,2%,6%,-9,652,-4%,
O=C(CCS(=O)(=O)c1cccc2nonc12)N1CC(=O)N(CCc2ccccc2)C(=O)C1,-0.1%,i,0.2,-5%,-0.9%,-4%,3%,-6%,7,803,9%,

# Sorted by number of heavy atoms (low to high): part of the list above
SMILES,XIAP displacement,Myeloid diff MLP,Myeloid diff MLP GFP+ MAC1+ %,LYP inhibition,HIV fusion peptide,Dengue-2 NS5 capping,SIAH1 antagonists,AID2073,Hep lipid drop,Hep lipid drop cells 6.5 µM,NOD2 inhibition,others
CC(c1ccccc1)n1cnc2ccccc21 (centres undefined),-4.7%,i,1.0,-2%,-3.9%,-3%,2%,4%,6,724,-7%,
CCOC(=O)C1=CN(C)C=C(C(=O)OCC)C1c1ccsc1,-3.5%,i,1.2,-14%,5.1%,2%,-1%,32%,x,x,0%,Dengue-2 NS5 capping pilot replicate=4.2
Cc1ccc(S(=O)(=O)CCC(=O)Nc2nc3c(s2)CCCC3)cc1,-3.5%,i,1.7,0%,0.7%,1%,1%,12%,x,x,-6%,
Cc1onc(-c2ccccc2)c1C(=O)Nc1sc2c(c1C(N)=O)CCC2,-14%,i,1.3,6%,12%,-5%,-12%,27%,x,x,0%,
O=C(CN1CCCCC1)Nc1c2c(nc3ccccc13)N(c1ccccc1)CC2,-8.2%,i,0.4,-10%,7.7%,-1%,2%,50%,-5,629,-2%,
Cc1ccc2oc(C(=O)N3CCC(O)(c4cccc(C(F)(F)F)c4)CC3)c(C)c2c1,x,i,0.8,2%,0.6%,-9%,0%,8%,6,842,-10%,

# Next section.
SMILES,XIAP displacement,Myeloid diff MLP,Myeloid diff MLP GFP+ MAC1+ %,LYP inhibition,HIV fusion peptide,Dengue-2 NS5 capping,SIAH1 antagonists,AID2073,Hep lipid drop,Hep lipid drop cells 6.5 µM,NOD2 inhibition,others
C/C(=N\NC(=O)c1nnn(-c2nonc2N)c1CN1CCCCCC1)c1ccc(Br)cc1,x,x,x,-2%,-2.0%,-3%,7%,-5%,-17,827,-1%,
CNC(=O)COc1coc(CN2CCN(Cc3ccccc3)CC2)cc1=O,x,i,0.0,0%,2.2%,0%,-1%,6%,8,675,4%,
Cn1ncc(Cl)c1C(=O)NCc1ccco1,-4.6%,i,0.6,-5%,2.0%,-5%,6%,-1%,-4,674,4%,
N#CCCN(C(=O)COc1ccc(Cl)cc1Cl)c1ccccc1,3.7%,i,0.5,-6%,1.7%,0%,3%,-2%,-19,691,-8%,
COc1cccc(N2CCN(S(=O)(=O)c3ccc4c(c3)oc(=O)n4C)CC2)c1,x,i,3.3,-10%,1.5%,-3%,-4%,24%,1,676,9%,
N#CCSc1nnc2ccc3ccccc3n12,-9.1%,i,0.5,2%,-2.5%,-10%,-2%,-9%,-4,661,10%,
Cc1ccc(-n2nc3cc(Cl)c(NC(=O)c4ccco4)cc3n2)cc1,-7.6%,i,0.2,-7%,3.1%,5%,-13%,23%,23,813,-76%,Dengue-2 NS5 capping pilot replicate=0.3
Cn1c(C(=O)O)cnc1Sc1ncc(C(F)(F)F)cc1Cl,-5.8%,i,0.6,0%,-1.0%,-11%,3%,17%,-15,667,-7%,
COc1ccc(-c2nc(NC(=O)C3=NN(c4cccc(C)c4)C(=O)CC3)sc2C)cc1,-1.7%,i,0.3,4%,4.2%,-3%,0%,45%,30,750,-2%,
O=C(NCc1ccco1)/C(=C/c1ccco1)NC(=O)c1ccco1,-10%,i,0.1,1%,16%,-1%,8%,3%,-13,741,21%,
C#CCSc1nnnn1-c1ccc(Br)c(C)c1,x,i,0.5,-6%,-1.0%,-3%,6%,17%,1,851,5%,
Cc1cc(-c2ccc(Cl)cc2)n2ncnc2n1,x,i,0.3,-2%,0.5%,x,0%,21%,2,764,16%,
O=C(NC1c2ccccc2-c2ccccc21)c1ccccc1,-2.7%,i,0.4,-5%,-0.9%,-5%,0%,7%,-8,574,4%,
N#Cc1cccc(C(=O)OCC(=O)NCc2ccco2)c1,x,x,x,-12%,1.1%,-1%,-6%,-3%,1,716,-2%,
CC(=O)OC[C@H]1O[C@@H](Sc2cccc3cccnc23)[C@H](OC(C)=O)[C@@H](OC(C)=O)[C@H]1OC(C)=O,1.4%,i,0.2,-9%,-0.2%,3%,2%,-3%,7,672,3%,
COc1ccccc1NC(=O)COc1ccc(C(=O)NC2CCCc3ccccc32)cc1OC (centres undefined),1.6%,i,0.4,6%,1.6%,-1%,1%,18%,-2,723,3%,
COc1cc(C(=O)NCc2cc3cc(Cl)ccc3n2C)cc(OC)c1OC,x,i,1.1,-2%,-1.1%,-1%,-2%,16%,1,855,-7%,
C[C@H](NC(=O)c1nc[nH]c1C(=O)NC1CCN(C(=O)OC(C)(C)C)CC1)C(=O)OC(C)(C)C,-8.5%,i,1.6,-6%,-0.3%,5%,1%,6%,-2,710,-1%,
COc1ccc(C(=O)N[C@H](C(=O)Nc2nc3c(s2)CCCC3)C(C)C)cc1,-5.7%,i,0.7,-3%,0.3%,-1%,-1%,-1%,-17,634,-21%,
CN(Cc1nccn1C)C(=O)CC1C(=O)NCCN1Cc1ccccc1C(F)(F)F (centres undefined),-3.6%,i,0.2,-3%,0.5%,2%,0%,2%,-10,718,3%,
CC1CCCC(C)N1C(=O)CSc1nc(N)cc(N)n1 (centres undefined),x,i,0.6,-8%,-2.5%,-10%,-2%,-15%,7,847,-6%,
COc1cc2c(cc1OC)-c1cc(OCc3cccnc3)nc(=O)n1CC2,0.4%,i,0.9,-32%,2.3%,-6%,2%,28%,-62,633,-9%,
Cc1cccc(C)c1NC(=O)CCCSc1nnc(-c2ccco2)n1-c1ccccc1,-23%,i,0.0,-3%,1.2%,-2%,11%,-15%,x,x,5%,
O=C(CSc1ccc2nnc(-c3ccncc3)n2n1)Nc1ccc2c(c1)OCCO2,-4.3%,i,2.5,-5%,2.5%,1%,3%,7%,x,x,17%,
CCOc1cc(C(=S)N2CCOCC2)ccc1OS(=O)(=O)c1ccc(Br)cc1,x,i,0.6,-9%,1.0%,-2%,6%,-7%,-21,842,14%,
O=C(CN1C(=O)NC2(CCCC2)C1=O)Nc1ccccc1N1CCCC1,x,i,1.0,-9%,-1.8%,-4%,-1%,-4%,3,858,10%,
Cc1cccc(-n2ncc3c(NCc4ccccn4)ncnc32)c1,-5.0%,i,0.6,-6%,-4.7%,-10%,-2%,18%,x,x,10%,
O=C(COC(=O)c1cc(-c2ccc(F)cc2)nc2ccccc12)NCC1CCCO1 (centres undefined),-5.1%,i,0.3,10%,0.3%,-2%,0%,4%,-14,686,-10%,
Cc1c(Cl)c([N+](=O)[O-])nn1CCCC(=O)Nc1ccc(Cl)cc1Cl,-1.4%,i,1.2,-7%,-1.6%,-7%,-6%,1%,-1,669,0%,
Cc1ccc(NS(=O)(=O)c2cc(OCC(N)=O)c(C)cc2Cl)cc1C,-14%,i,1.1,-8%,4.7%,2%,5%,3%,-6,778,4%,
COc1ccc(/C(N)=N/OC(=O)c2cccc([N+](=O)[O-])c2C)cc1,0.0%,i,0.2,-7%,0.6%,0%,8%,12%,2,683,-46%,
CC(=O)Nc1ccc2c(c1)nc1n2CCN(C2CCCCC2)C1,13%,i,0.7,-10%,1.2%,-2%,-2%,30%,-4,637,-22%,
O=C(Cc1ccc(F)cc1)OCC(=O)c1cc2ccccc2o1,-5.0%,i,0.9,-4%,0.7%,-6%,1%,-6%,x,x,-3%,
